# NPR1 activator – GC-A (human) enzyme activation. P16066. HEK293 GC-A cells, cGMP TR-FRET, EC30 ANP; 0% at EC30 ANP, 100% saturating ANP. activation, % at 10 µM. 370,000 compounds, 0.14% hits; in the data active means activation above about 40%
# PG9 binder – small molecules binding HIV-1 gp120 antibody PG9. inhibition, % at 6.7 µM. TR-FRET gp120-PG9 antibody binding. 360,000 compounds, 0.43% hits; in the data active means inhibition above about 8.5%
# SMARCA2 act – SMARCA2 function activation, primary screen. activation, % at 9.1 µM. 370,000 compounds, 1% hits. MG213 cells, MMTV-luciferase reporter, dexamethasone, overnight; in the data active means activation above about 7.8%;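 further: 0% = vehicle wells and 100% = reference activator wells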
# ASAP1 inh – ASAP1 ArfGAP inhibition; Q9ULH1; ASAP1-stimulated ARF1 GTP hydrolysis, GDP FP detection; inhibition, % at 16.5 µM; 360,000 compounds, 0.19% hits; in the data active means inhibition above about 25%;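 further: 0% = vehicle with enzyme and substrate and 100% = no enzyme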
# Target sequence (Q9ULH1 325-724 limits assumed): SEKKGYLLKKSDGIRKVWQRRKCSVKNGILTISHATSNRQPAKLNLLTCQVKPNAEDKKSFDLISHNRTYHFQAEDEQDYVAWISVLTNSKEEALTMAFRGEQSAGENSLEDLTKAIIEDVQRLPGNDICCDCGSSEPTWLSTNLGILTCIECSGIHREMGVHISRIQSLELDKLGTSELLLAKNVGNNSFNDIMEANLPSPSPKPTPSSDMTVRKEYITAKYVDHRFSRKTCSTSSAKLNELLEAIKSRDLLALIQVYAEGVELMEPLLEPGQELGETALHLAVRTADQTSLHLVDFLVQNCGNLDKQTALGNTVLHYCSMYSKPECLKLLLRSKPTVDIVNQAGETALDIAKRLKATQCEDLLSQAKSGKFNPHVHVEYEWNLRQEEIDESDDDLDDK
# NR1D1 modulator – modulators of human Rev-erb alpha DNA binding. P20393. Rev-erbα–FITC-DNA binding, fluorescence polarization, 90 min. activity, % at 10 µM. 370,000 compounds, 0.79% hits. AID 1259318;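 active means activity above about 14%, limit read from the data; passing the limit was not always enough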;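 further: 0% = DMSO wells with 35 nM protein and 100% = DMSO wells with 750 nM protein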
# Target sequence (P20393 whole entry, looked up): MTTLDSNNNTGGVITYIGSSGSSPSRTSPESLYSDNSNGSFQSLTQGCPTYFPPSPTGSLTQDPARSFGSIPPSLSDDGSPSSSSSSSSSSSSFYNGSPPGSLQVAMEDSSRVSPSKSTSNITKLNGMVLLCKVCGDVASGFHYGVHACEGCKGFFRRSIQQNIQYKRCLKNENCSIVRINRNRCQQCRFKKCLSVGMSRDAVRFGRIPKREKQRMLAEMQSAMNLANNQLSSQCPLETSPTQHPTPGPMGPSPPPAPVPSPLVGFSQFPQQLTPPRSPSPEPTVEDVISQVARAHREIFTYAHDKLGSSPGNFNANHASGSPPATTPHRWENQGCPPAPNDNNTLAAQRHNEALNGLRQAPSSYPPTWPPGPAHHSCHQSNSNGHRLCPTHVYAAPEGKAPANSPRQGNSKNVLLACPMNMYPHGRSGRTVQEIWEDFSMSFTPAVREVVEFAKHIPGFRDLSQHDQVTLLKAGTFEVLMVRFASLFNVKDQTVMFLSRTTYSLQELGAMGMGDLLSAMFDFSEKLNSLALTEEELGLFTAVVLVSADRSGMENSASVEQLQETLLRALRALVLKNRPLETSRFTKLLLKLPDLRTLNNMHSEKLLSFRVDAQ
# mABHD4 FP – inhibits mouse alpha/beta hydrolase domain 4. purified mABHD4, FP-Rh probe fluorescence polarization. inhibition, % at 8.92 µM. Q8VD66. 370,000 compounds, 0.54% hits;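 active means inhibition exceeding the mean over every tested compound plus 3 SD, cut at about 30% in these data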;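 further: 0% = plate median of compound wells and 100% = S159A mutant with DMSO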
#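 Material: mouse ABHD4 enzyme, wild type; Benchmarks: S159A mutant high control, sample median low control; Buffer or medium: HEPES pH 7.0, NaCl, Pluronic buffer; Signal: fluorescence polarization; Read-out: percent inhibition of probe binding, normalized to plate controls; Timing: pre-incubation 45 min, probe exposure 60 min, at 25 °C; Dosing: 8.92 µM, single dose.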
# ARFGAP1 inh – inhibitors of rat ARFGAP1. Q62848. Arfgap1-stimulated ARF1 GTP hydrolysis, GDP FP detection. inhibition, % at 16.5 µM. 360,000 compounds, 0.26% hits;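 active means inhibition above a per-plate limit, mean inhibition of low control wells plus 3 SD, cut at about 25% in these data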;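 further: 0% = DMSO wells with enzyme and 100% = wells lacking Arfgap1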
#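 Assay system: Rat Arfgap1 GAP domain (His6, aa 1-136), purified enzyme | Buffer or medium: HEPES 25 mM pH 7.5, NaCl 150 mM, MgCl2, DTT | Schedule: GTP hydrolysis reaction 2 h at 25 °C | Signal: FP of antibody-bound GDP Alexa 633 tracer, ex 620/em 688 nm | Measure: Percent inhibition of Arfgap1-stimulated GTP hydrolysis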
# GC-B act – GC-B (human) receptor activation; P20594; HEK293-GC-B cells, CNP EC30, cGMP TR-FRET; 0% at EC30 CNP, 100% saturating CNP; activation, % at 10 µM; 370,000 compounds, 0.11% hits;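 active means activation at 10 µM reaching about 35% in either raw or pattern-adjusted values, limit read from the data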
# rCAG binder – molecules binding r(CAG) RNA repeats | inhibition, % at 3 µM | 370,000 compounds, 1.3% hits | r(CAG) RNA repeat, TO-PRO-1 dye displacement fluorescence;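 active means inhibition above the plate cutoff, the mean of all test compounds on that plate plus 3 SD, cut at about 35% in these data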;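 further: 0% = DMSO alone and 100% = 100 µM mitoxantrone as full dye displacement; higher means more dye released from RNA so lower well fluorescence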
# HTRA1 inhibitor – inhibitors of human serine peptidase HTRA1 | recombinant HTRA1, FP-rhodamine activity-based probe, fluorescence polarization | 340,000 compounds, 0.5% hits | inhibition, % at 5.96 µM | AID 504803 | Q92743; in the data active means inhibition above about 36%;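 further: 0% = enzyme with DMSO and 100% = wells lacking enzyme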
# * hit, by the source's call; · = no result given.
# The first two records as a preview:
SMILES,NPR1 activator,PG9 binder,SMARCA2 act,ASAP1 inh,NR1D1 modulator,mABHD4 FP,ARFGAP1 inh,GC-B act,rCAG binder,HTRA1 inhibitor
Cn1ccc2c(-c3cccc(C=O)c3F)cc3c(c21)C1CCC3C1 (configuration not stated),-5,2.5,-4,-5,2,26,-13,-7,8,·
CSCCC(NC(=O)c1ccccc1Cl)C(=O)N1CC(C)OC(C)C1 (configuration not stated),1,-1.1,-1,-5,-5,8,3,-1,1,2

# Results, from the start:
SMILES,NPR1 activator,PG9 binder,SMARCA2 act,ASAP1 inh,NR1D1 modulator,mABHD4 FP,ARFGAP1 inh,GC-B act,rCAG binder,HTRA1 inhibitor
Cn1ccc2c(-c3cccc(C=O)c3F)cc3c(c21)C1CCC3C1 (configuration not stated),-5,2.5,-4,-5,2,26,-13,-7,8,·
CSCCC(NC(=O)c1ccccc1Cl)C(=O)N1CC(C)OC(C)C1 (configuration not stated),1,-1.1,-1,-5,-5,8,3,-1,1,2
C/C(Cc1nnn(-c2cc(C)on2)n1)=N\O,-1,-1.1,-3,-1,-2,1,-7,-7,-1,·
O=C(NC1CCCCC1)c1ccc2ccccc2c1,2,-2.2,7,-16,-1,-10,0,0,-2,-1
CN1CCN(C(=O)c2cccn(Cc3cccc(Cl)c3)c2=O)CC1,4,-0.2,-2,-1,-4,-4,4,2,2,7
CC(C)NC(=O)C1(C)CCN1CCC(=O)c1ccccc1 (configuration not stated),8,-0.7,-3,-5,2,3,8,2,-2,·
Cc1cccc(N(Cc2ccccc2)C(=O)CN2C(=O)NC3(CCCCC3C)C2=O)c1 (configuration not stated),1,0.0,-1,-8,2,3,6,-4,1,-16
COc1cccc(NCc2nnc(SCC(=O)N(C)C3CCS(=O)(=O)C3)n2C2CCCCC2)c1 (configuration not stated),-4,-1.9,0,4,-3,-3,8,4,0,-5
CCOC(=O)N1CCN(S(=O)(=O)c2cccc3ccc(C)nc23)CC1,-5,-3.4,3,8,0,-4,-7,8,-3,-2
O=C(CC1C(=O)NCCN1C(=O)Nc1ccc(C(F)(F)F)cc1)Nc1ccc(F)cc1 (configuration not stated),3,-2.2,1,11,0,0,20,-5,-3,-9
O=C(NCc1nnc(SCc2ccc(F)cc2)n1-c1ccccc1)C12CC3CC(CC(C3)C1)C2,-3,-2.5,-4,0,0,8,7,-4,-1,-15
CC(C)c1cc(-c2cc(-c3ccc(Cl)cc3)on2)nc(NCC2CC2)n1,2,0.2,1,-3,4,3,8,-2,0,2
Cc1cccc(NC(=O)C2CCCCN2S(=O)(=O)c2ccccc2)c1C (configuration not stated),0,-0.6,-2,-9,-4,-3,13,4,0,5
Cc1ccc(C)c(C(=O)CSc2n[nH]c(-c3ccncc3)n2)c1,-2,1.7,-3,-13,-1,-12,10,-4,5,-4
CC(=O)c1sc(NC(=O)c2ccc(COc3ccccc3Cl)o2)nc1C,5,-0.1,0,10,20,4,3,-1,2,-5
Cc1ccccc1CC(=O)Nc1ccc2c(c1)CCC2,0,-1.1,2,-5,-3,-4,-5,6,1,-5
CC(=O)C1=C(O)C(=O)N(Cc2cccnc2)C1c1ccccc1Cl (configuration not stated),5,-0.7,1,-1,0,8,2,5,1,-2
O=c1c2c(-c3ccccc3)csc2ncn1/N=C/c1c2ccccc2cc2ccccc12,-18,-1.3,-2,11,0,6,12,-7,7,-8
COc1cc(/C=N/NC(=O)c2cc[n+]([O-])cc2)cc(OC)c1OC,-4,-0.3,0,-2,-7,0,9,1,-3,5
Cc1oc(=O)c(NC(=O)c2ccccc2)cc1C(C)O (configuration not stated),-1,-1.5,2,3,4,0,1,3,1,3

# Quoted from the listing:
# Cc1cccc(NC(=O)C2CCCCN2S(=O)(=O)c2ccccc2)c1C (configuration not stated) – NPR1 activator = 0
# Cc1oc(=O)c(NC(=O)c2ccccc2)cc1C(C)O (configuration not stated) – PG9 binder = -1.5
# O=c1c2c(-c3ccccc3)csc2ncn1/N=C/c1c2ccccc2cc2ccccc12 – PG9 binder = -1.3

# Additional records:
SMILES,NPR1 activator,PG9 binder,SMARCA2 act,ASAP1 inh,NR1D1 modulator,mABHD4 FP,ARFGAP1 inh,GC-B act,rCAG binder,HTRA1 inhibitor
CC(=O)N1CCN(S(=O)(=O)c2ccc(Cl)cc2F)CC1,4,1.6,-2,4,-1,7,-7,3,-1,2
O=C1CSC(c2ccncc2)N1Cc1ccccc1 (configuration not stated),-1,-0.3,-4,6,4,5,-1,-2,1,10
O=C(O)CCCC(=O)Nc1cccc(-c2nc3ccccc3[nH]2)c1,4,2.3,-3,3,2,-3,15,-1,3,-5
CN(Cc1ccccc1)C(=O)c1ccc(NC(=O)c2ccccc2)cc1,-1,-0.5,0,2,10,-3,7,1,-8,-10
CCOc1cc(N2CCOCC2)c(OCC)cc1NC(=O)COC(=O)CCOc1ccc(C(C)(C)C)cc1,-11,-2.0,-3,-1,-4,-5,5,0,-5,0
O=C(O)CC1(CC(=O)Nc2ccc3c(c2)C(=O)OC3)CCCCC1,-4,-0.3,-4,0,7,-1,7,5,0,·
CCC(=O)Nc1cccc(-c2nnc(SCC(=O)c3ccccc3)n2C)c1,-3,0.9,3,-29,-2,1,9,2,1,-4
CCN(CC)c1ccc(C(=O)NNC(=O)C2CSC3(C)CCC(=O)N23)cc1 (configuration not stated),-1,-1.9,-1,4,6,39*,7,8,-3,-6
Cc1ccc(N(C)C(=O)N2CCN(S(=O)(=O)c3ccc4ccccc4c3)CC2)cc1,-15,-3.2,-3,11,7,0,-2,-8,-2,-16
COc1ccc(C)c2sc(NC(=O)CCS(=O)(=O)c3ccccc3)nc12,-3,0.7,-2,-3,-1,-4,4,-3,5,-14
CC(=O)O[C@H]1C(=O)[C@@]2(C)C([C@H](OC(=O)c3ccccc3)[C@]3(O)C[C@H](OC(=O)[C@H](O)[C@@H](NC(=O)c4ccccc4)c4ccccc4)C(C)=C1C3(C)C)[C@]1(OC(C)=O)CO[C@@H]1C[C@H]2O (some centres not stated),1,-1.2,1,-10,-4,3,2,3,9,-11
COc1ccc(C(=O)COC(=O)c2ccc(NC(=O)c3ccccc3)cc2)cc1,2,-0.2,-2,-6,0,4,1,-3,1,5
COCOCCn1cc(CN2CCS(=O)(=O)N(Cc3ccc(-c4cccc(CO)c4)cc3)C(C)C2=O)nn1 (configuration not stated),2,-0.1,-3,-6,3,1,11,1,2,8
C[C@H]1[C@@H](OC(=O)NCc2cccs2)CC[C@@]23CCCN2C(=O)CCC[C@@H]13,0,·,·,·,-6,2,·,-3,·,·
O=C(OCC1CCC=CO1)C1CCC=CO1 (configuration not stated),-2,1.2,-2,-25,2,1,-4,1,5,2
O=C(Nc1ccc(Br)cc1)C1C2C=CC3(O2)C1C(=O)N(CCN1CCCCC1)C3C(=O)NC1CCCCC1 (configuration not stated),0,-0.8,-1,0,-5,7,6,2,-4,-3
COc1ccc(CNC(=O)CCCOc2cc(=O)n(C)c3ccccc23)cc1,-4,-1.1,1,6,5,8,-2,-6,-7,2
C/C(Cl)=C/Cn1c(=O)c2c(nc(Br)n2Cc2ccccc2)n(C)c1=O,21,-2.2,3,-5,4,-3,4,17,-3,-2
S=c1nc(-c2ccc(Cl)cc2)[nH][nH]1,4,1.2,-1,-4,-2,5,-10,1,1,7
O=c1[nH]c(CN2CCCCC2)ccc1O,1,-0.3,-6,-8,3,11,7,2,7,6
O=C(Oc1ccc(C(=S)N2CCOCC2)cc1)c1cccc(Cl)c1,-3,-1.7,-1,0,3,-11,-5,-4,-2,4
CC(C)(C)NC(=O)C(c1ccc(O)cc1)N(Cc1ccccc1)C(=O)CCC(=O)Nc1nccs1 (configuration not stated),-1,-1.7,2,13,-2,-4,8,-5,0,-9
Cc1cc(OCC(=O)N(Cc2cccs2)C2CCS(=O)(=O)C2)ccc1Cl (configuration not stated),-6,1.3,-1,1,0,0,7,-8,2,1
COc1ccc(F)cc1S(=O)(=O)Nc1cc2c3c(c1)CCN3C(=O)CC2,2,-1.6,-2,1,-4,8,2,4,0,0
O=C(O)/C=C/C(=O)N(CC1CCCO1)C1CC(=O)N(c2c(Cl)cccc2Cl)C1=O (configuration not stated),-3,-2.6,-1,-2,-2,3,-3,2,11,5
CC(/C=C/c1ccco1)=N\NC(=O)c1cccc(Cl)c1,-5,-1.2,5,-8,-2,-8,8,2,8,-9
CCSc1ccc([C@@H]2[C@@H]3C(=O)N(CC)C(=O)[C@@H]3[C@]3(C(=O)OC)CCCCN23)cc1,-2,-1.4,-2,-9,3,-10,14,1,-1,-2
COCCNC(=O)CN(C(=O)Cn1nnc2ccccc21)c1cc(C)cc(C)c1,-7,-1.8,2,8,1,1,-7,2,-7,4
C[C@@H]1CCN(C2CC2)S(=O)(=O)c2c(cccc2N2CC[C@@H](O)C2)O1,-2,·,-1,·,-5,-5,·,0,4,·
O=S(=O)(c1ccc2c(c1)OCCO2)N1CCN(c2cccc(Cl)c2)CC1,-2,-2.7,0,-2,-6,-25,2,-2,-2,-28
O=C(c1ccco1)N1CCN(S(=O)(=O)c2ccc(Br)s2)CC1,-2,0.5,-2,10,0,1,13,1,5,-5
O=C(Nc1nc2ccccc2s1)C1CCN(S(=O)(=O)c2cc([N+](=O)[O-])ccc2Cl)CC1,6,-1.5,-6,6,6,1,-5,-4,14,-20
COc1cc2c(cc1OC)C(c1cc(OC)c(OC)c(OC)c1)C1(O)C(=O)OCC1(O)C2 (configuration not stated),2,3.3,0,-8,1,-2,-3,3,3,5
CC1=C(C(=O)N(C(C)C)C(C)C)CC(CC(=O)NCCN2CCOCC2)C(=O)N1Cc1ccccc1 (configuration not stated),4,-0.8,1,-3,-7,11,-4,2,-2,2
CCn1c(C(=O)O)c(S(=O)(=O)c2ccc(Cl)cc2)c2ccccc21,-2,0.1,-1,3,3,5,-6,-1,16,4
CC(C)(C)c1ccc(C(CC(=O)O)NS(=O)(=O)Cc2ccccc2)cc1 (configuration not stated),4,0.1,-2,-14,0,3,-10,0,18,-4
Cc1cc2cc(NC(=O)c3ccco3)ccc2[nH]1,-1,-1.9,6,5,1,7,15,4,19,13
COc1ccccc1OCCNC(=O)CC(NC(C)=O)c1ccccc1 (configuration not stated),0,-0.9,1,-12,-6,4,-8,4,-6,5
CCC(C)N(C(=O)CSc1nnc(-c2cccnc2)n1C1CCCCC1)C(C)CC (configuration not stated),1,·,3,·,-6,4,·,2,-2,·
CCCOc1ccccc1-n1sc2c(c1=S)-c1cc(OC)cc3c1N(C(=O)C3=O)C2(C)C,-3,-3.0,-4,0,1,35*,-8,1,22,18
CC(C)OC(=O)CSc1nnc(C2CCCCC2)n1N,1,-1.3,-2,-8,-4,-6,-14,1,-2,·
COc1cc(NC(C)C(=O)N2CC(C)OC(C)C2)cc(OC)c1 (configuration not stated),5,0.9,2,-5,-7,16,4,1,-3,7
COc1ccc(/C=C(\C#N)C(=O)NCCCn2ccnc2)cc1,2,-2.0,1,-3,-7,-5,1,-2,-1,-2
CC1(C)CC(=O)c2cnc(NCC3CCCO3)nc2C1 (configuration not stated),0,1.3,0,-9,1,4,-3,7,0,3
COC(=O)c1ccccc1NC(=O)c1cnn2c(C)cc(C)nc12,-1,-1.6,1,-10,-2,0,2,1,-6,-3

# Bioassay records as filed in PubChem.
